TRPC4 potent = positive allosteric modulators of TRPC4, primary screen, cell-based, mouse TRPC4beta, HEK293 mu-opioid, Fluo-4 calcium | Short transient receptor potential channel 4 (Mus musculus), Q9QUQ5 | DAMGO EC20, Fluo-4 Ca2+ flux; stronger effect = higher value | B-score at 10 µM | 0.42% of 310,000 active | AID 2227, 2009;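 active = B-score of calcium response area above 5 SD of library B-scores, with initial fluorescence ratio within 5 SD of library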;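 note: B-score of integrated fluorescence ratio over time as area under calcium response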
AI-2 QS mod = Vibrio harveyi AI-2 quorum sensing modulators, primary screen, JMH597 strain, luminescence/OD600 ratio | Vibrio harveyi JMH597 AI-2 luminescence/OD600 ratio, 9 h; stronger effect = lower value; strain lacks LuxN and CqsS sensors; 0 = neutral-control median | activity change, % at 7.5 µM | 0.4% of 300,000 active | AID 2094, 2009; in the data active = activity change below about -75%, passing the limit was not always enough;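 note: luminescence divided by OD600 gain over 9 h not by final OD600 alone; inactives centre near 13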
TRPC4 block = inhibitors of mouse TRPC4 channel, primary screen, Fluo4 calcium, HEK293 TRPC4beta/mu-opioid cells | Short transient receptor potential channel 4 (Mus musculus), Q9QUQ5 | DAMGO-evoked Fluo4 calcium flux; stronger effect = lower value | B-score at 10 µM | 0.39% of 300,000 active;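 active = B-score over 3 SD under the library average, no early fluorescence shift, positive overall ratio signal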
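Assay system: Stable TRPC4beta/mu-opioid receptor HEK293 cells | Reagent: DAMGO in two steps, submaximal then maximal | Compound dosing: Single concentration per test compound | Signal: Fluo4 Ca2+ flux fluorescence | Evaluation: Per-well B score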
PolyA inh = polyadenylation inhibitors in yeast reporter cells, primary screen, luminescence, S. cerevisiae; AID 1875, 2009; 0.02% of 300,000 active; calls only at 12 µM; S. cerevisiae SKY197-pL101 polyadenylation reporter, beta-gal luminescence; efflux-impaired pdr1/pdr3 knockout yeast; score 100 = 6 SD above DMSO;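 active = lowest replicate activity score at least 50, where 100 means six control SD above control mean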;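 note: yeast exposed to compound for 9 h at 30 °C; higher score means more reporter readthrough which indicates perturbed polyadenylation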
TRPC6 act = mouse TRPC6 channel activators, primary screen, cell-based, HEK293, membrane potential dye; B-score at 10 µM; 0.13% of 310,000 active; HEK293-TRPC6 membrane potential dye fluorescence; stronger effect = higher value; Short transient receptor potential channel 6 (Mus musculus), Q61143;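 active = B-score of the integrated fluorescence ratio above library mean plus 3 SD, and starting fluorescence ratio within library mean plus 5 SD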;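 note: higher score means more depolarization so channel activation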
MrgX1 ag = agonists of human MrgX1 receptor, primary screen, HEK293 cells, Fluo-4 calcium flux; Fluo-4 calcium fluorescence, agonist mode; stronger effect = higher value; B-score at 10 µM; 0.44% of 310,000 active; AID 588627, 2011;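 active = calcium response B-score plate-corrected fluorescence ratio at least 3 library SD, with starting fluorescence B-score inside 5 SD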
Target sequence (Q96LB2 whole entry, looked up): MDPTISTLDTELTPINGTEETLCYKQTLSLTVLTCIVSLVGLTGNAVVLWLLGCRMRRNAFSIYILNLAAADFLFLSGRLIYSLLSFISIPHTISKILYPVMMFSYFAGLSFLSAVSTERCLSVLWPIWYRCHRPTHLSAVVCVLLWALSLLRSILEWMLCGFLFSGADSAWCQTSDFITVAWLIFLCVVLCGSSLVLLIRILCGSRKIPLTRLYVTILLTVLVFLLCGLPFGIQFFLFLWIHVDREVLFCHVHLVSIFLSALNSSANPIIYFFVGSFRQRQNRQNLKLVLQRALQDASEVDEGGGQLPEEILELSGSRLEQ
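times = overnight plating, then 30 min 37 °C plus 30 min room-temperature dye loading | assay system = stable human MrgX1 HEK293 cell line | input = fifteen thousand cells per well | signal = kinetic calcium dye fluorescence, Fluo-4 NW | dosing = compound delivered in addition one of three | read-out = B-scored fluorescence response ratio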
HIF activator = HIF pathway transcriptional activators, primary screen, cell-based, U2OS HRE-luciferase, luminescence. U2OS HRE-luciferase reporter; normalized: DMSO 0%, desferrioxamine 100%. activation, % at 7.5 µM (by protocol). 0.32% of 300,000 active;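 active = mean activation of at least 10% of the iron chelator positive control signal, with at least half of replicates also reaching 10%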
TRPC4 agonist = activators of mouse TRPC4 channel, primary screen, Fluo4 calcium, HEK293 TRPC4beta/mu-opioid cells; Short transient receptor potential channel 4 (Mus musculus), Q9QUQ5; Fluo4 calcium fluorescence; stronger effect = higher value; 0.49% of 310,000 active; AID 2237, 2010; B-score at 10 µM;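 active = B-score above 5 SD of library B-scores, and initial fluorescence ratio not above library mean plus 5 SD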;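 note: positive B-score marks a calcium rise read as TRPC4 activation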
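Material: HEK293 stable line with TRPC4beta plus mu-opioid receptor; technique: Fluo4 calcium-sensitive dye fluorescence, kinetic, 1 Hz baseline; timing: Fluo4 dye loading 45 min at room temperature, 110 s recording; controls: assay buffer as low control, maximal DAMGO as high control; read-out: integrated baseline-normalised fluorescence ratio, converted to per-well B score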
MrgX1 antagonist = antagonists of human MrgX1 receptor, primary screen, HEK293 cells, Fluo-4 calcium flux | Mas-related G-protein coupled receptor member X1 (Homo sapiens), Q96LB2 | BAM8-22 antagonism; stronger effect = lower value | B-score at 10 µM | 1.3% of 310,000 active | AID 588676, 2011;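 active = calcium-response B-score plate-corrected more than 3 library SD below zero, starting fluorescence within 5 deviations, no agonist response on first addition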;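 note: peak minus trough fluorescence over baseline after final BAM8-22 challenge near maximal dose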
MrgX1 PAM = positive allosteric modulators of MrgX1, primary screen, HEK293 cells, Fluo-4 calcium flux. FDSS; stronger effect = higher value. B-score at 10 µM. 0.63% of 310,000 active. Mas-related G-protein coupled receptor member X1 (Homo sapiens), Q96LB2. AID 588675, 2011;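 active = plate-corrected calcium response at least 3 library SD above typical, normal starting fluorescence, not activating the receptor alone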;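 note: compound read alongside a low EC10 to EC30 dose of BAM8-22 agonist; peak minus trough fluorescence over baseline measured at the second addition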
TRPC6 inh = mouse TRPC6 channel inhibitors, primary screen, cell-based, HEK293, membrane potential dye; ACh-evoked depolarization; stronger effect = lower value; B-score at 10 µM; 1.1% of 310,000 active; AID 2553, 2010;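 active = B-score under library mean minus 3 SD, initial fluorescence not abnormally high, positive integrated signal ratio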;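 note: B-score derived from integrated fluorescence ratio over the kinetic read; more negative B-score means stronger inhibition of depolarization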
An asterisk follows results filed as active; i = inactive; x = no result given. These rows are one share of the data; count on the stated rates, not on these rows.

compound,PolyA inh,MrgX1 ag,AI-2 QS mod,TRPC4 agonist,TRPC4 potent,MrgX1 PAM,MrgX1 antagonist,HIF activator,TRPC6 inh,TRPC4 block,TRPC6 act
O=C(NC1=NCCS1)c1csc2ccccc12,i,i,-8.0,i,i,i,i,1.9,i,i,i
CCN(CC)CCNC(=O)C1(O)c2cc(Br)ccc2NC(=O)N1c1ccccc1 (stereo unspecified),i,i,8.6,i,i,i,i,1.2,i,i,i
O=C(COc1ccccc1F)Nc1c2c(nn1-c1ccccc1)CS(=O)(=O)C2,i,i,14.4,i,i,i,i,0.2,i,i,i
CC(=C/C(=O)O)/C(=C\c1ccc(Br)o1)C(=O)O,i,i,-13.5,i,i,i,i,-0.3,i,i,i
O=C(CCc1nnc(CCc2ccccc2)o1)NC(c1cccnc1)C(F)(F)F (stereo unspecified),x,i,16.7,i,i,i,i,-0.4,i,i,i
COc1ccccc1C(=O)Nc1c(C(=O)N2CCN(C)CC2)oc2ccccc12,i,i,-12.7,i,i,i,i,x,i,i,i
CCCCN(Cc1ccccc1)C(=O)C1CCC(=O)N(CCc2ccccn2)C1 (stereo unspecified),i,i,22.1,i,i,i,i,-0.2,i,i,i
COC(=O)c1[nH]c2ccccc2c1NC(=O)C(C)N1CC(C)OC(C)C1 (stereo unspecified),i,i,-2.6,i,i,i,i,-0.2,i,i,i
COc1cccc(C(=O)Nc2cc3c(cc2Br)OCCCO3)c1,i,i,9.7,i,i,i,i,1.6,i,i,i
O=C(COC(=O)CN1C(=O)C2CCCCC2C1=O)Nc1cc(S(=O)(=O)N2CCOCC2)ccc1Cl (stereo unspecified),i,i,16.9,i,i,i,i,-0.4,i,i,i
COc1ccc(Cl)cc1N1C(=O)CN(Cc2cc(OC)c(OC)c(OC)c2)C1=S,i,i,15.7,i,i,i,i,0.6,i,i,i
O=C(/C=C/c1cccc(OCc2ccccc2)c1)c1cccnc1,i,i,0.7,i,i,i,i,-0.3,i,i,i
O=C(N1CCOCC1)N1CCN(Cc2ccccc2)CC1,i,i,13.4,i,i,i,i,-0.3,i,i,i
O=C(O)c1ccc(CNS(=O)(=O)c2ccc(Oc3ccccc3Cl)cc2)cc1,i,i,-20.9,i,i,i,i,-0.3,i,i,i
CC(=O)c1ccc(N2CCN(S(=O)(=O)c3c(C)[nH]c(C)c3C(=O)N3CCCCC3)CC2)cc1,i,i,2.1,i,i,i,i,-0.4,i,i,i

Next compounds follow:
compound,PolyA inh,MrgX1 ag,AI-2 QS mod,TRPC4 agonist,TRPC4 potent,MrgX1 PAM,MrgX1 antagonist,HIF activator,TRPC6 inh,TRPC4 block,TRPC6 act
CCNC(=S)NC1CC2CCC(C1)N2Cc1ccccc1 (stereo unspecified),i,i,-17.8,i,i,i,i,-0.1,i,i,i
O=C(Nc1nc(-c2ccccc2)cs1)C1c2ccccc2Oc2ccccc21,i,i,30.1,i,i,i,i,-0.4,i,i,i
O=C(CCC(=O)N(CC(=O)NC1CCCC1)C1CCCC1)Nc1ccccn1,i,i,3.6,i,i,i,i,-0.2,i,i,i
COc1ccccc1CCNC(=O)C(=O)NCC1OCCCN1S(=O)(=O)c1ccc(F)cc1C (stereo unspecified),i,i,18.1,i,i,i,i,-0.1,i,i,i
CSc1ccc(CNc2ccc(C)c(C)c2)cc1,i,i,-37.5,i,i,i,i,2.4,i,i,i
O=C(CN1CCCCC1)Nc1cccc(Br)c1,i,i,8.7,i,i,i,i,0.6,i,i,i
C=CCNC(=S)N/N=C/c1ccc(-c2cccc([N+](=O)[O-])c2)o1,i,i,10.1,i,i,i,i,0.9,i,i,i
CCc1ccc(NC(=O)c2noc3c2CCC3)cc1,i,i,20.0,i,i,i,i,-3.0,i,i,i
Cc1cc(C)cc(NC(=S)NC(=O)C2CC2)c1,i,i,-12.1,i,i,i,i,0.3,i,i,i
COc1ccc(OC)c(NC(=O)CCCSc2ccccc2)c1,i,i,22.4,i,i,i,i,-0.5,i,i,i
C/C(=N/NS(=O)(=O)c1cc(C)ccc1C)c1c[nH]c2ccccc12,i,i,22.5,i,i,i,i,-0.1,i,i,i
CN1CCN(S(=O)(=O)c2cccc(C(=O)N(Cc3nnc(-c4ccccc4Cl)o3)C3CC3)c2)CC1,i,i,15.4,i,i,i,i,0.2,i,i,i
COC(=O)c1c(NC(=O)CC2NCCNC2=O)sc2c1CCCC2 (stereo unspecified),i,i,23.9,i,i,i,i,0.0,i,i,i
CCN(CC)CCN(Cc1cc2cc(C)cc(C)c2[nH]c1=O)C(=S)NCc1ccco1,i,i,14.1,i,i,i,i,-0.2,i,i,i
CSc1ccc(CNc2ccccc2)cc1,i,i,8.1,i,i,i,i,1.4,i,i,i

Additional entries.
compound,PolyA inh,MrgX1 ag,AI-2 QS mod,TRPC4 agonist,TRPC4 potent,MrgX1 PAM,MrgX1 antagonist,HIF activator,TRPC6 inh,TRPC4 block,TRPC6 act
O=C1C2C3c4ccccc4C(c4ccccc43)[C@@H]2C(=O)N1c1cccnc1 (stereo partly specified),i,i,15.6,i,i,i,i,-0.9,i,i,i
O=C(N/N=C/c1cccc([N+](=O)[O-])c1)c1cnccn1,i,i,11.8,i,i,i,i,-0.3,i,i,i
NC(=O)c1nsc(C(=O)N(Cc2ccco2)C(C(=O)NCC2CCCO2)c2ccc(O)cc2)c1N (stereo unspecified),i,i,-1.6,i,i,i,i,0.4,i,i,i
O=C(N/N=C/C=C/c1ccco1)c1cccs1,i,i,21.1,i,i,i,i,1.2,i,i,i
CCOC(=O)c1ccc(/C=N/O)[n+](Cc2ccccc2)c1,i,i,21.0,i,i,i,i,-1.5,i,i,i
COC(=O)CN(c1ccc(OC)cc1)S(=O)(=O)c1c(C)noc1C,i,i,-4.2,i,i,i,i,-0.5,i,i,i
Cc1ccc2nc(CSc3nnc(-c4ccco4)o3)cc(=O)n2c1,i,i,-0.5,i,i,i,i,0.0,-5.33*,i,i
Cc1ccc(S(=O)(=O)N2CCN(C(=O)CN3CCOCC3)C2c2ccccc2)cc1 (stereo unspecified),i,i,-2.7,i,i,i,i,0.2,i,i,i
Cc1ccc(CSc2nc(N)cc(=O)[nH]2)cc1,i,i,2.4,i,i,i,i,-28.2,i,i,i
CC1(C)CNC(=O)c2sc(NC(=O)c3ccccc3Cl)nc2C1,i,i,40.4,i,i,i,i,0.7,i,i,i
O=C(COC(=O)c1ccccc1Nc1ccc(SC(F)F)cc1)NC1CC1,i,i,8.1,i,i,i,i,1.1,i,i,i
O=C(CCC(=O)N(c1ccc(F)cc1)C(C(=O)NC1CCCC1)c1ccncc1)Nc1cccnc1 (stereo unspecified),i,i,3.1,i,i,i,i,0.6,i,i,i
Cc1ccc(C(=O)N/C(=C/C=C\c2ccccc2)C(=O)NCc2ccco2)cc1,i,i,15.2,i,i,i,i,0.0,i,i,i
COc1cc([N+](=O)[O-])ccc1NC(=O)Nn1cnnc1,i,i,20.3,i,i,i,i,-0.4,i,i,i
CCCN(CCC)S(=O)(=O)c1ccc(C(=O)NNc2nc(-c3ccccc3)c3cc(Br)ccc3n2)cc1,i,i,15.0,i,i,i,i,0.7,i,i,i

Next part:
compound,PolyA inh,MrgX1 ag,AI-2 QS mod,TRPC4 agonist,TRPC4 potent,MrgX1 PAM,MrgX1 antagonist,HIF activator,TRPC6 inh,TRPC4 block,TRPC6 act
CC(C)CCn1nnnc1CN1CCN(c2ccc(F)cc2)CC1,i,i,19.5,i,i,i,i,-0.4,i,i,i
CCOc1ccc(CN(C)C(=O)CNC(=O)c2ccccc2)cc1,i,i,1.6,i,i,i,i,-0.8,i,i,i
CCN(Cc1ccncc1)C(=O)c1ccco1,i,i,-2.9,i,i,i,i,-0.4,i,i,i
CCCC1(c2ccccc2)NC(=O)N(CC(=O)Nc2ccccc2C(F)(F)F)C1=O (stereo unspecified),i,i,21.0,i,i,i,i,0.0,i,i,i
CC(=O)OCC(=O)[C@@]1(O)CC[C@H]2[C@@H]3CCC4=CC(=O)C=C[C@]4(C)[C@@]3(Cl)[C@@H](Cl)C[C@@]21C,i,i,8.2,i,i,i,i,-0.5,i,i,i
CCOC(=O)c1nc(NNC(C)=O)sc1C,i,i,50.3,i,i,i,i,0.2,i,i,i
O=S(=O)(Nc1ccc(O)c(Sc2nc3ccccc3s2)c1)c1cccc2ccccc12,i,i,49.6,i,i,i,i,0.0,i,i,i
O=C(NCC1CCCO1)c1ccc(Cl)c(S(=O)(=O)N2CCCCC2)c1 (stereo unspecified),i,i,21.0,i,i,i,i,-0.2,i,i,i
COc1ccccc1N1CCN(C(c2ccc(N(C)C)cc2)c2nnnn2CCc2ccccc2)CC1 (stereo unspecified),i,i,32.0,i,i,i,i,0.0,i,i,i
CC(=O)Nc1cccc(C(=O)OCC(=O)Nc2c(C)nn(-c3ccccc3)c2C)c1,i,i,9.6,i,i,i,i,-0.5,i,i,i
Cc1cccc(NC(=O)C2CCN(S(=O)(=O)c3ccc4c(c3)NC(=O)CO4)CC2)c1,i,i,11.2,i,i,i,i,0.0,i,i,i
c1ccc(C2CCC(N3CCNCC3)CC2)cc1 (stereo unspecified),i,i,0.8,i,i,i,i,-0.1,i,i,i
Cc1onc(-c2ccccc2)c1C(=O)Nc1nc2c(s1)C(=O)CC(C)(C)C2,i,i,-2.6,i,i,i,i,0.5,i,i,i
CCCN(CC(=O)Nc1ccccc1C)C(=O)c1ccc(C(=O)c2ccccc2)cc1,i,i,15.5,i,i,i,i,0.9,i,i,i
